PREPL inh = inhibits the human prolyl oligopeptidase-like enzyme; recombinant PREPL, fluorescence polarization activity-based probe; Q4J6C6; inhibition, % at 5.96 µM; 0.68% of 320,000 active; in the data active means inhibition above about 43%;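 further: 0% = enzyme with DMSO and 100% = wells lacking enzyme; many of its hits are not listed in these tables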
HCV core dimer = blocks dimerization of HCV core protein. TR-FRET GST/Flag-core106 dimerization, 1536-well. inhibition, % at 5 µM. 0.33% of 300,000 active;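 active means inhibition above the mean of all tested compounds plus 3 SD, set per screening campaign, cut at about 45% in these data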
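Test system: GST/Flag-tagged HCV core106 proteins; Medium: KF-containing HEPES buffer, pH 7.45, DTT, CHAPS, BSA; Times: compound-protein-antibody incubation 4 h at 22.5 °C; Detection: TR-FRET 671 and 617 nm emission; Benchmarks: wells lacking GST-core106 and wells with excess unlabelled core106.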
Efflux pump mplx = blocks antifungal efflux pumps in multiplex yeast assay. S. cerevisiae Candida pump triplex, Nile Red efflux. inhibition, % at 10 µM. 0.44% of 330,000 active. AID 485275;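 active means plate passing quality check with inhibition over a set limit, or well fluorescence over plate mean plus 4 SD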;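 further: Nile Red retained in pooled yeast measured as flow cytometry median fluorescence; 0% = buffer negative control and 100% = Enniatin B positive control; higher means more Nile Red kept so more efflux inhibition; some compounds called inactive have numbers as strong as hits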
GASC-1 inh = human JMJD2C demethylase inhibition; Q9H3R0; 0.069% of 330,000 active; GST-JMJD2C(1-420) H3K9me3 demethylation, DELFIA europium; inhibition, % at 2.35 µM;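 active means more than half of a compound's replicate wells show inhibition beyond 50%, single wells judged on their own value; inconclusive means some, but no more than half, of replicates pass 50% inhibition; inactive means no replicate passes 50% inhibition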;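 further: signal counts dimethyl H3K9 product captured on neutravidin plate; 0% = median of DMSO wells and 100% = 0.3 times that DMSO median; strong numbers were not always called active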
Target sequence (Q9H3R0 1-420 limits assumed): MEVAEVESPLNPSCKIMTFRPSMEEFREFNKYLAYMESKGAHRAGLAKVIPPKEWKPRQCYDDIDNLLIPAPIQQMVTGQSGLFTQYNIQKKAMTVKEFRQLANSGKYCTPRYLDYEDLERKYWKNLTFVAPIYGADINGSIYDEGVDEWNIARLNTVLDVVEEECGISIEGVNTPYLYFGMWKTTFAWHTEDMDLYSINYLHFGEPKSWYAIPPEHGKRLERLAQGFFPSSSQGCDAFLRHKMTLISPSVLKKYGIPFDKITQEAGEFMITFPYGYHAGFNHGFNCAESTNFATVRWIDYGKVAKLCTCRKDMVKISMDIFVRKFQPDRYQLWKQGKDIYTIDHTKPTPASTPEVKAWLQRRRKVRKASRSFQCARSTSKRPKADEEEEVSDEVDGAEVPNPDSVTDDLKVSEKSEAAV
TPT1 inhibitor = C. albicans TPT1 enzyme inhibition; 0.81% of 300,000 active; recombinant caTPT1, FP RNA substrate dephosphorylation; inhibition, % at 5 µM;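 active means inhibition above the mean of all tested compounds plus 3 SD, set per screening campaign, cut at about 24% in these data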;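 further: plate controls were DMSO alone for no effect and ferristatin control at 100 nM for full effect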
PP5 primary = inhibitors of human protein phosphatase 5 (PP5); purified PP5c, OMFP substrate fluorescence; inhibition, % at 6.7 µM; 0.18% of 320,000 active;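 active means inhibition above the campaign's mean inhibition across all tested compounds plus 3 SD, cut at about 9.5% in these data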;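 further: 0% = DMSO only and 100% = 100 µM cantharidin control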
CTSL1 counter = cathepsin L1 inhibition, PFM18AAP counter-screen; recombinant F. hepatica cathepsin L1, Z-Leu-Arg-MCA fluorescence; inhibition, % at 5.96 µM; 0.49% of 300,000 active; AID 1906;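 active means inhibition above the mean of all tested compounds plus 3 SD, set per screening campaign, cut at about 17% in these data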;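 further: 0% = plate median of test compound wells and 100% = 1 µM Z-Phe-Ala-diazomethylketone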
LYPLA2 counter = LYPLA2 (human) inhibition in PME1 counter-screen; O95372; recombinant LYPLA2, FP-Rh probe fluorescence polarization; inhibition, % at 5.9 µM; 0.38% of 320,000 active; AID 2177;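 active means inhibition above the screen-wide mean plus 3 SD, limit set per campaign, cut at about 26% in these data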;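 further: 0% = LYPLA2 with DMSO and 100% = wells lacking LYPLA2 enzyme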
Target sequence (O95372 whole entry, looked up): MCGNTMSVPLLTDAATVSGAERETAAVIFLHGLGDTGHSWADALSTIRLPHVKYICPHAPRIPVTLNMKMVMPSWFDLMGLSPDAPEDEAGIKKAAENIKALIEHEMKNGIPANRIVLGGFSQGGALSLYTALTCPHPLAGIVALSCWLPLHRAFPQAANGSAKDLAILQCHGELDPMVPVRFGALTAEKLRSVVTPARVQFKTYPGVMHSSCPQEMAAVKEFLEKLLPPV
PP1 inh = counter-screen for PP5 inhibitors: inhibitors of human PP1-alpha | 0.9% of 320,000 active | inhibition, % at 6.7 µM | purified PP1alpha, OMFP fluorescence | P62136;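 active means inhibition above the mean inhibition of all tested compounds plus 3 SD, computed separately for each screening campaign, cut at about 15% in these data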
Target sequence (P62136 whole entry, looked up): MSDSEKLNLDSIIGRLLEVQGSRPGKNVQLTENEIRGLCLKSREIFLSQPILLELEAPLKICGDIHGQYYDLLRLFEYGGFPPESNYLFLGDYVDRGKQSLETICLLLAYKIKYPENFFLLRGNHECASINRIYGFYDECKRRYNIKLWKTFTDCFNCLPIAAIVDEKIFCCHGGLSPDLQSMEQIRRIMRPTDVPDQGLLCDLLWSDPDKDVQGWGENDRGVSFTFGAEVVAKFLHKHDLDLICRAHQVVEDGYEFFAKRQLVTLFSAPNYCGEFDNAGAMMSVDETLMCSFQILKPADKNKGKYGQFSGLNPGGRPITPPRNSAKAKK
Starred values were filed as active, the others as inactive; & = joins results of further samples. A portion of the library. The share of hits here may be higher or lower than overall.

For CCn1c(SCC(=O)Nc2cc(C)on2)nnc1-c1ccco1 the results were PREPL inh 12, HCV core dimer 4, Efflux pump mplx 0.2, GASC-1 inh -3, TPT1 inhibitor -2, PP5 primary 3.5, CTSL1 counter -3, LYPLA2 counter 2 and PP1 inh 8.
CCn1c(C)nc2cc(C(=O)N/N=C/c3ccc(O)cc3)ccc21 was read as PREPL inh 0, HCV core dimer 1, Efflux pump mplx 0.2, GASC-1 inh 5, TPT1 inhibitor -1, PP5 primary -1.4, CTSL1 counter 2, LYPLA2 counter -9 and PP1 inh 1.
For CC12CCC(C/C1=N/O)C2(C)CBr (configuration not stated) the results were PREPL inh -1, HCV core dimer -2, Efflux pump mplx -0.1, GASC-1 inh 1, TPT1 inhibitor -6, PP5 primary 1.5, CTSL1 counter -2, LYPLA2 counter 3 and PP1 inh -3.
FC(F)(F)c1ccc(Sc2nnc(-c3cccs3)n2CC2CCCO2)nc1 (configuration not stated) was read as PREPL inh 7, HCV core dimer 0, Efflux pump mplx 0.0, GASC-1 inh 1&6, TPT1 inhibitor -1, PP5 primary -1.7, CTSL1 counter -1, LYPLA2 counter -1 and PP1 inh -1.
For CCN1CCN(C(=O)c2ccc(OCC(=O)Nc3ccc(F)cc3)c(OC)c2)CC1 the results were PREPL inh 5, HCV core dimer -4, Efflux pump mplx -0.2, GASC-1 inh -12, TPT1 inhibitor -2, PP5 primary 1.5, CTSL1 counter -3, LYPLA2 counter 7 and PP1 inh -2.
`Cn1c(=NC(=O)C2CC2)sc2cc(F)cc(F)c21` gave PREPL inh -2, HCV core dimer 8, Efflux pump mplx -0.1, GASC-1 inh 1, TPT1 inhibitor -1, PP5 primary -0.9, CTSL1 counter 0, LYPLA2 counter 6 and PP1 inh 0.
`Cc1sc2ncnc(NCC(O)c3ccc([N+](=O)[O-])cc3)c2c1C` (configuration not stated) gave PREPL inh 14, HCV core dimer 15, Efflux pump mplx 0.8, GASC-1 inh -8, TPT1 inhibitor -1, PP5 primary 3.6, CTSL1 counter -4, LYPLA2 counter 1 and PP1 inh -3.
`Cc1cccn2c(=O)c(C=Nc3ccc(Cl)cc3)c(NCCO)nc12` gave PREPL inh 8, HCV core dimer 0, Efflux pump mplx -0.1, GASC-1 inh -6, TPT1 inhibitor -1, PP5 primary -1.3, CTSL1 counter 0, LYPLA2 counter 1 and PP1 inh 0.
`COc1ccc(NC(=O)Cn2nnc(C(=O)NCc3ccccc3OC)c2N)cc1Cl` gave PREPL inh -10, HCV core dimer -3, Efflux pump mplx 0.0, GASC-1 inh 18&8, TPT1 inhibitor -1, PP5 primary 3.3, CTSL1 counter 1, LYPLA2 counter 5 and PP1 inh 1.
For CCOC(=O)C1=C(COC(=O)COc2ccc(OCC)cc2)NC(=O)NC1C (configuration not stated) the results were PREPL inh -11, HCV core dimer 0, Efflux pump mplx 0.2, GASC-1 inh 0, TPT1 inhibitor 2, PP5 primary 1.0, CTSL1 counter -7, LYPLA2 counter -3 and PP1 inh -6.
`Cn1cc(S(=O)(=O)NCc2ccc(Cl)cc2)c(=O)n(C)c1=O` gave PREPL inh -15, HCV core dimer 2, Efflux pump mplx -0.1, GASC-1 inh 0, TPT1 inhibitor 2, PP5 primary -1.7, CTSL1 counter 0, LYPLA2 counter 1 and PP1 inh 0.
Cc1ccc(OCCOC(=O)Cn2nc(C)c([N+](=O)[O-])c2C)cc1 was read as PREPL inh 4, HCV core dimer 6, Efflux pump mplx -0.1, GASC-1 inh -9, TPT1 inhibitor 1, PP5 primary -0.5, CTSL1 counter 4, LYPLA2 counter 1 and PP1 inh -3.
`O=C(CCCN1C(=O)c2cccc3cccc(c23)C1=O)N1CCN(c2ncccn2)CC1` gave PREPL inh -119, HCV core dimer -4, Efflux pump mplx 0.2, GASC-1 inh 5, TPT1 inhibitor 3, PP5 primary 1.4, CTSL1 counter 0, LYPLA2 counter 7 and PP1 inh -2.
Screening O=C(Nc1nnc(-c2cccnc2)o1)c1cccc([N+](=O)[O-])c1 returned PREPL inh 5, HCV core dimer 4, Efflux pump mplx -0.1, GASC-1 inh 35, TPT1 inhibitor 2, PP5 primary -0.6, CTSL1 counter 4, LYPLA2 counter -1 and PP1 inh 5.
Screening CC(C[N+](C)(C)C)OC(=O)C1(c2ccccc2)CCCC1 (configuration not stated) returned PREPL inh -2, HCV core dimer 3, Efflux pump mplx 0.0, GASC-1 inh -36, TPT1 inhibitor -4, PP5 primary 1.1, CTSL1 counter -3, LYPLA2 counter -1 and PP1 inh -10.
`C=CCNC(=O)N1CCc2[nH]c3ccc(F)cc3c2C1` gave PREPL inh -1, HCV core dimer 2, Efflux pump mplx -0.2, GASC-1 inh -7, TPT1 inhibitor -6, PP5 primary 1.3, CTSL1 counter 2, LYPLA2 counter 4 and PP1 inh -1.
O=C(C1COc2ccccc2O1)N1CCN(c2ccccc2)CC1 (configuration not stated) was read as PREPL inh -8, HCV core dimer 7, Efflux pump mplx 0.0, GASC-1 inh -6, TPT1 inhibitor -6, PP5 primary -0.1, CTSL1 counter 3, LYPLA2 counter -4 and PP1 inh 0.
Screening Nc1c(C(=O)O)nnn1Cc1ccccc1 returned PREPL inh 4, HCV core dimer 0, Efflux pump mplx -0.1, GASC-1 inh -5, TPT1 inhibitor -5, PP5 primary 3.0, CTSL1 counter 3, LYPLA2 counter 5 and PP1 inh 0.
`Cc1ccccc1OCC(=O)Nc1ccc2[nH]ncc2c1` gave PREPL inh 19, HCV core dimer 0, Efflux pump mplx 0.1, GASC-1 inh -13, TPT1 inhibitor 1, PP5 primary 5.2, CTSL1 counter 0, LYPLA2 counter 8 and PP1 inh 4.
Screening CCOC(=O)c1c(C)[nH]c(C(=O)OCC(=O)NC2(C#N)CCCCC2)c1C returned PREPL inh -1, HCV core dimer -3, Efflux pump mplx 0.2, GASC-1 inh -7, TPT1 inhibitor 3, PP5 primary 0.3, CTSL1 counter -9, LYPLA2 counter 4 and PP1 inh -3.
Screening COc1ccc(NC(=O)CN(C)C(=O)c2cc(-c3cccs3)nn2-c2ccccc2)cc1 returned PREPL inh -15, HCV core dimer 8, Efflux pump mplx 0.0, GASC-1 inh 7, TPT1 inhibitor -2, PP5 primary 1.5, CTSL1 counter 16, LYPLA2 counter 7 and PP1 inh -1.
`Cc1cccn2c(=O)c3cc(S(=O)(=O)c4ccc(Br)cc4)c(=N)n(C4CCCC4)c3nc12` gave PREPL inh 5, HCV core dimer 8, Efflux pump mplx 0.2, GASC-1 inh 1, TPT1 inhibitor 2, PP5 primary 0.0, CTSL1 counter 1, LYPLA2 counter 3 and PP1 inh 2.
`CC(C)c1ccc(OCc2nnc(SCC(=O)N3CCCCC3)o2)cc1` gave PREPL inh 23, HCV core dimer -9, Efflux pump mplx -0.2, GASC-1 inh 12, TPT1 inhibitor -9, PP5 primary -0.6, CTSL1 counter 10, LYPLA2 counter -1 and PP1 inh -3.
`CCCCCOC(=O)C1=C(C)Nc2ncnn2C1c1cccs1` (configuration not stated) gave PREPL inh 1, HCV core dimer -5, Efflux pump mplx 0.0, GASC-1 inh inconclusive, TPT1 inhibitor -4, PP5 primary 3.5, CTSL1 counter 3, LYPLA2 counter 4 and PP1 inh 4.
For COc1ccccc1NC(=O)N1CCC(c2nc3cc(C)c(C)cc3[nH]2)CC1 the results were PREPL inh 19, HCV core dimer 0, Efflux pump mplx 0.3, GASC-1 inh 10, TPT1 inhibitor 5, PP5 primary -0.2, CTSL1 counter -6, LYPLA2 counter -2 and PP1 inh -7.
O=C(COc1ccc(Cl)cc1Br)NC(=O)NCc1ccccc1 was read as PREPL inh -11, HCV core dimer 2, Efflux pump mplx 0.1, GASC-1 inh 0, TPT1 inhibitor 4, PP5 primary 3.4, CTSL1 counter -2, LYPLA2 counter -1 and PP1 inh 1.
`Cc1ccc(C(C)NC(=O)c2c(C)noc2C)cc1C` (configuration not stated) gave PREPL inh 7, HCV core dimer 0, Efflux pump mplx 0.2, GASC-1 inh 7, TPT1 inhibitor 5, PP5 primary 2.1, CTSL1 counter -1, LYPLA2 counter -1 and PP1 inh -5.
For O=C(c1ccco1)N1CCN(Cc2cn[nH]c2-c2cccc3ccccc23)CC1 the results were PREPL inh 35, HCV core dimer -1, Efflux pump mplx 0.0, GASC-1 inh -11, TPT1 inhibitor 1, PP5 primary -0.5, CTSL1 counter -3, LYPLA2 counter -2 and PP1 inh 1.
Screening COc1ccccc1NC(=O)COc1ccc(/C=N/NC(=O)CSCc2ccc(Cl)cc2)cc1 returned PREPL inh -7, HCV core dimer 10, Efflux pump mplx 0.0, GASC-1 inh 15, TPT1 inhibitor -3, PP5 primary 0.5, CTSL1 counter -4, LYPLA2 counter -5 and PP1 inh -4.
Screening Cc1ccc(S(C)(=O)=NC(=O)NC(=O)c2c(Cl)cccc2Cl)cc1 (configuration not stated) returned PREPL inh 17, HCV core dimer -6, Efflux pump mplx -0.1, GASC-1 inh 4, TPT1 inhibitor 0, PP5 primary 1.9, CTSL1 counter -2, LYPLA2 counter 8 and PP1 inh -8.

The closing two records of the section above come first, to join the parts:
Screening COc1ccccc1NC(=O)COc1ccc(/C=N/NC(=O)CSCc2ccc(Cl)cc2)cc1 returned PREPL inh -7, HCV core dimer 10, Efflux pump mplx 0.0, GASC-1 inh 15, TPT1 inhibitor -3, PP5 primary 0.5, CTSL1 counter -4, LYPLA2 counter -5 and PP1 inh -4.
Screening Cc1ccc(S(C)(=O)=NC(=O)NC(=O)c2c(Cl)cccc2Cl)cc1 (configuration not stated) returned PREPL inh 17, HCV core dimer -6, Efflux pump mplx -0.1, GASC-1 inh 4, TPT1 inhibitor 0, PP5 primary 1.9, CTSL1 counter -2, LYPLA2 counter 8 and PP1 inh -8.
Screening O=C(CN1C(=O)NC(Cc2c[nH]c3ccccc23)C1=O)Nc1cccc(S(=O)(=O)N2CCCCCC2)c1 (configuration not stated) returned PREPL inh 26, HCV core dimer 2, Efflux pump mplx 0.1, GASC-1 inh 7, TPT1 inhibitor 1, PP5 primary 4.4, CTSL1 counter -6, LYPLA2 counter -9 and PP1 inh 0.
CCC(C)NC(=O)CSc1nnc(-c2ccc(OC)c(OC)c2)c(-c2ccc(OC)c(OC)c2)n1 (configuration not stated) was read as PREPL inh -2, HCV core dimer -1, Efflux pump mplx -0.1, GASC-1 inh 0, TPT1 inhibitor 1, PP5 primary 2.9, CTSL1 counter 2, LYPLA2 counter -6 and PP1 inh 2.
Screening COc1ccc(S(=O)(=O)N2CCOCC2)cc1NS(=O)(=O)/C=C/c1ccccc1 returned PREPL inh 2, HCV core dimer 2, Efflux pump mplx 0.1, GASC-1 inh 17, TPT1 inhibitor 5, PP5 primary -1.1, CTSL1 counter -2, LYPLA2 counter -3 and PP1 inh -1.
C=CCNC(=O)c1nc2ccccc2s1 was read as PREPL inh 1, HCV core dimer -1, Efflux pump mplx -0.1, GASC-1 inh 1, TPT1 inhibitor -1, PP5 primary -0.6, CTSL1 counter 0, LYPLA2 counter 4 and PP1 inh 0.
Cc1cccc(N2C(=O)/C(=C/c3cccnc3)SC2=S)c1 was read as PREPL inh -10, HCV core dimer 1, Efflux pump mplx 0.1, GASC-1 inh 4, TPT1 inhibitor -2, PP5 primary -1.1, CTSL1 counter 2, LYPLA2 counter -1 and PP1 inh 2.
Screening O=C(NC(=S)Nc1cc(C(F)(F)F)ccc1Cl)c1ccccc1 returned PREPL inh -6, HCV core dimer 3, Efflux pump mplx -0.1, GASC-1 inh 4, TPT1 inhibitor -1, PP5 primary 1.6, CTSL1 counter 2, LYPLA2 counter 4 and PP1 inh 5.

Screening results: PubChem BioAssay, several laboratories
